ELG1 DNA repair = blocks ELG1-dependent DNA repair in HEK293T cells; HEK293T ELG1-luciferase reporter, luminescence, 16 h; DNA damage induced by 5-fluorouridine; Potency, µM (titrated, usually from 46.1 µM), inactives show at the highest dose activity change, negative = inhibition, hits mostly inhibitors; 330,000 tested, 2.3% active; further: potency means the concentration at half of the fitted maximal effect; on the % scale 0 is the no-effect control and ±100 the full control effect; nearly all actives have a fitted effect of over 55% in size
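DMSO vehicle served as the neutral condition. Each well held 2,000 cells given 5-fluorouridine plus compound; after 16 hr at 37 °C/5% CO2, ONE-Glo was added and luciferase measured 30 min later.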
FLuc counter = inhibits or activates purified firefly luciferase, miR-21 counter-screen. P08659. purified FLuc, Km substrates, luminescence inhibition. Potency, µM (titrated, usually from 57.5 µM), without a hit: top-dose activity change, negative = inhibition, most hits filed as inhibitors. 360,000 tested, 6.9% active;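 further: potency means the concentration at half of the fitted maximal effect; plate controls were vehicle for no effect and reference inhibitor for full effect; nearly all actives have a fitted effect of over 55% in size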
Target sequence (P08659 whole entry, looked up): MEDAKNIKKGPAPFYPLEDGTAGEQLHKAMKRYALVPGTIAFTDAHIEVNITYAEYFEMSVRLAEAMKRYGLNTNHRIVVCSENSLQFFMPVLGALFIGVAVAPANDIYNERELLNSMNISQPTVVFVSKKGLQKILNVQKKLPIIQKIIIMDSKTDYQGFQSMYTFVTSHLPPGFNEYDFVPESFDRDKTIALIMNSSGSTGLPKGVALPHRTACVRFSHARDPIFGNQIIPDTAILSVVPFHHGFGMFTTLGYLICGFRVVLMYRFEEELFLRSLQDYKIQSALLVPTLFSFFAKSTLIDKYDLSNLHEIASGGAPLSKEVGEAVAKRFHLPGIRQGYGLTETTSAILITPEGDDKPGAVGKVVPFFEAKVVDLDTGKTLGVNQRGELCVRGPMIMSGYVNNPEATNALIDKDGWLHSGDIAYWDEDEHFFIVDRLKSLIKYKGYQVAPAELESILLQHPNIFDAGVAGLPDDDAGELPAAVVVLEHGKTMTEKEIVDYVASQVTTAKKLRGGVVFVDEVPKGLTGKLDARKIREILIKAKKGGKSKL
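Biochemical qHTS of compounds, final roughly 60 µM downward over six points, against 10 nM purified firefly luciferase using Km concentrations of substrates (10 uM D-luciferin, 10 uM ATP) in Tris acetate pH 7.5 buffer; luminescence output.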
p53 reactivation = re-activators of mutant p53 | H1299 p53-A138V BP100-luciferase reporter, luminescence, 24 h | Potency, µM (highest dose often 92.2 µM), for inactives: at the highest dose activity change, positive = activation, usual class: activators | 320,000 tested, 0.063% active; further: potency means the concentration at half of the fitted maximal effect; % of control where 0% means no effect; nearly all actives have a fitted effect of over 45% in size
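H1299 (p53-null), stable ts p53-A138V + BP100-Luc; 1000 cells/well, Opti-MEM/10% FBS; cpd 4 pt, 1:5; 24 h, 37 deg C, 5% CO2; detection reagent 10 min RT; luminescence.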
NPC1 promoter act = activators of NPC1 promoter. 320,000 tested, 2.4% active. Potency, µM (titrated, usually from 9.22 µM), for the others: at the top dose activation, actives largely listed as activators. Huh7 NPC1 promoter luciferase reporter, 24 h. AID 485313;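 further: potency means the concentration at half of the fitted maximal effect; % of control where 0% means no effect; nearly all actives have a fitted effect of over 60% in size; reporter is driven by a mutant NPC1 promoter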
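In 1536-well qHTS, Huh7 cells harboring an NPC1 promoter–luciferase construct received compound for 24 h; activation was quantified by luminescence following luciferase reagent addition.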
VP16 counter = Gal4-VP16 reporter inhibition counter-screen. Drosophila S2 Gal4-VP16 UAS-luciferase, luminescence, 20 h. Potency, µM (doses to about 53.6 µM), without a hit: at the top dose activity, negative = inhibition, usual class: inhibitors. 310,000 tested, 3.5% active;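 further: Gal4-VP16 expression switched on by copper sulfate through the metallothionein promoter; potency means the concentration at half of the fitted maximal effect; on the % scale 0 is the no-effect control and ±100 the full control effect; nearly all actives have a fitted effect of over 50% in size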
TRPV1 ag = agonists of human vanilloid receptor 1 (TRPV1) | AID 540275 | 320,000 tested, 0.19% active | activation, % at 8.33 µM | TRPV1-expressing cells, Fluo-8 calcium influx, agonist mode; in the data active means activation above about 80%; inconclusive means between about 30% and that limit; further: 0% is about no effect
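TRPV1-expressing cells were cultured overnight at 35.5C and loaded with Fluo-8 calcium dye for 40 to 90 min at room temperature. After a 10 s baseline, compound was added and calcium influx was read kinetically for 3 min (ex 480/em 520 nm).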
BRCA1 expr act = BRCA1 expression activation | MCF7-BRCA1-FFLuc reporter, luminescence, 48 h; response scale: scaled: vehicle 0%, 10 µM genistein 100% | Potency, µM (highest dose often 46.1 µM), for inactives: top-dose activation, hits mostly activators | 380,000 tested, 1.1% active | AID 624202; further: potency means the concentration at half of the fitted maximal effect; nearly all actives have a fitted effect of over 80% in size; some results filed as inactive show a strong effect at the top dose
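Using MCF7 cells harboring a BRCA1 firefly luciferase reporter, plated 2 h before compound pinning, the screen measured luminescence after 48 h incubation. Responses were normalized to DMSO and 10 microM genistein, then fitted for concentration-effect.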
ELG1 genotox = genotoxicity induction in ELG1-luciferase HEK293T cells | HEK293T ELG1-luciferase reporter, luminescence, 16 h | Potency, µM (highest dose often 46 µM), inactives show at the highest dose activity change, positive = activation, usual class: activators | AID 504466 | 330,000 tested, 1.3% active; further: potency means the concentration at half of the fitted maximal effect; % of control where 0% means no effect; nearly all actives have a fitted effect of over 60% in size
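ELG1-luciferase HEK293T cells, 2,000/well; compound pinned in; 16 hr, 37 °C, 5% CO2; ONE-Glo, 30 min RT; luminescence on CCD imager.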
RORg inh = blocks mouse ROR gamma transcriptional activity; P51450; Drosophila S2 Gal4-RORgamma UAS-luciferase reporter, 20 h; Potency, µM (top dose mostly 53.6 µM), without a hit: at the highest dose activity change, negative = inhibition, most hits filed as inhibitors; 310,000 tested, 5.4% active; further: potency means the concentration at half of the fitted maximal effect; on the % scale 0 is the no-effect control and ±100 the full control effect; nearly all actives have a fitted effect of over 60% in size
Target sequence (P51450 whole entry, looked up, the tested form may be a part): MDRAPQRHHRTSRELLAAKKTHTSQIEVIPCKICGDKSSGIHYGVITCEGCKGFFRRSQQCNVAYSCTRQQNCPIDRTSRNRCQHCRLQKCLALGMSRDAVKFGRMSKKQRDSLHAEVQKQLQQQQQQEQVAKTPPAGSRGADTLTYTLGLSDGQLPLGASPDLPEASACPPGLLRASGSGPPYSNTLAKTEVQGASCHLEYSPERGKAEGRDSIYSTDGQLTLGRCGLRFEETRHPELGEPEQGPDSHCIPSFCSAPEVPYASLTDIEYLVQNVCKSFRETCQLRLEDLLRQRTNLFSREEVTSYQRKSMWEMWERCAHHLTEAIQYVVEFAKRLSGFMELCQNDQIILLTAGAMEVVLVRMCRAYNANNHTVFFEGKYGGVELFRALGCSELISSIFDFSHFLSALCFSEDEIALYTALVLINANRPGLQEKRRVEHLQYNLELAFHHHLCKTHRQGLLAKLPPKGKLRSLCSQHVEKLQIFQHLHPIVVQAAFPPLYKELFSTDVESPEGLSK
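Luciferase reporter read in Schneider cells carrying Gal4-RORγ (mouse) and UAS-Photinus luciferase; cells given compound 1 h before 700 uM copper sulfate induction, then incubated 20 h at ambient temperature.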
Rab9 prom act = activates the Rab9 promoter; Huh7 Rab9 promoter-luciferase reporter, luminescence, 24 h; Potency, µM (doses to about 9.22 µM), for inactives: at the highest dose activation, negative = inhibition, hits mostly activators; 320,000 tested, 2.8% active; further: potency means the concentration at half of the fitted maximal effect; % of control where 0% means no effect; nearly all actives have a fitted effect of over 60% in size
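Luminescence from Amplite-detected luciferase (10 minutes, ambient) reports Rab9 promoter activation. Before that, stable Rab9-luciferase Huh7 cells (1500/well, reduced-serum OP-MEM I plus 10% FBS) were exposed to compound for 24 hours at 37C.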
Tb PFK block = T. brucei PFK enzyme inhibition; AID 485367; O15648; Potency, µM (titrated, usually from 57.5 µM), without a hit: at the highest dose activity, negative = inhibition, usual class: inhibitors; T. brucei PFK, ADP-Glo luminescence; 330,000 tested, 0.17% active;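 further: potency means the concentration at half of the fitted maximal effect; 0% = uninhibited 1x PFK enzyme wells and -100% = no-enzyme wells; nearly all actives have a fitted effect of over 60% in size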
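ADP-Glo luminescence quantified ADP after 45 min at room temperature, with 1.25 nM T. brucei PFK, 0.1 mM ATP and 0.5 mM fructose-6-phosphate in pH 8.0 TEA buffer. qHTS titrations up to 57 µM; curves classified by quality.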
An asterisk follows results filed as active; ? = inconclusive; . = no result given; [ ] = dose if it differs, or a comment. Unless noted, the call rests on the fitted dose curve; in most records, active means well fitted curve in the direction sought with a large enough effect; inconclusive means small, poorly fitted or top-dose-only effect, or another doubt; inactive means no such curve, though single readings can be large; an effect the other way counts as inactive or inconclusive.

No.	Compound	ELG1 DNA repair	FLuc counter	p53 reactivation	NPC1 promoter act	VP16 counter	TRPV1 ag
1	COc1ccccc1OCC(=O)OCn1c(SC)nnc(C)c1=O	1.9%	2.1%	2.0%	-3.2%	-5.2%	0.4
2	CC(C)NC(=O)CNc1ccc(C(F)(F)F)cc1[N+](=O)[O-]	-5.1%	0.9%	8.4%	3.6%	1.7%	11.0
3	CC(OC(=O)C1CCCCC1)C(=O)Nc1cccc(Cl)c1 (centres undefined)	?	2.7%	-2.0%	-8.4%	12.1%	15.1
4	Nn1c(SCC(=O)NC2CCCCC2)nnc1-c1ccc(Cl)cc1	-10.7%	4.8%	-0.8%	1.6%	-4.3%	-5.8
5	Oc1cccc(C=NCc2ccccc2)c1O	?	0.3%	?	-1.4%	-1.4%	-1.1
6	CC(=O)Nc1nc(=S)n(-c2ccccc2)[nH]1	3.7%	-17.6%	5.0%	-0.2%	-15.0%	-0.3
7	CCCOC(=O)c1c(N)sc2c1CCC2	-26.7%	1.7%	15.0%	-3.8%	-0.6%	3.1
8	O=C(CSc1ccc(S(=O)(=O)N2CCOCC2)cn1)Nc1ccc(F)c(F)c1	?	.	?	-6.1%	.	28.3
9	C[n+]1cccc(/C=N/Nc2nc(Cl)c(C#N)c(Cl)c2Cl)c1	6.4%	-0.6%	0.4%	-2.3%	-6.1%	8.7
10	Oc1oc(-c2ccco2)nc1C=Nc1ccccc1	0.4%	-4.9%[2.3 µM]	?	-2.2%	3.5%	?
11	COc1cc(C(=O)NCCc2cn3ccc(C)cc3n2)cc(OC)c1OC	-1.9%	5.8%	-15.5%	-2.4%	-7.8%	1.0
12	CCOC(=O)CN1C(=O)/C(=C2\SC(=S)N(NC(=O)c3cccnc3)C2=O)c2ccccc21	13.2%	-9.3%	6.8%	-3.5%	?	0.7

No.	BRCA1 expr act	ELG1 genotox	RORg inh	Rab9 prom act	Tb PFK block
1	-5.1%	-2.9%	21.1%	-2.9%	4.3%
2	-25.9%	-3.3%	-1.1%	-9.3%	-0.1%
3	-29.7%	-7.5%	4.9%	-6.7%	2.1%
4	-24.9%	2.1%	8.8%	1.2%	-3.5%
5	0.4%	-4.3%	-39.8%	2.6%	-18.9%
6	0.5%	-0.4%	?	0.5%	1.1%
7	0.4%	-0.3%	4.4%	2.6%	-1.9%
8	1.8%	-0.8%	.	-14.5%	-3.8%
9	-23.7%	-3.3%	-12.2%	-4.2%	-3.4%
10	5.1%	0.0%	-18.5%	11.0%	-1.6%
11	-49.0%	12.2%	1.2%	-4.6%	-3.1%
12	3.2%	-5.9%	?	3.8%	3.9%

The closing 2 records of the section before open the next one.
No.	Compound	ELG1 DNA repair	FLuc counter	p53 reactivation	NPC1 promoter act	VP16 counter	TRPV1 ag
11	COc1cc(C(=O)NCCc2cn3ccc(C)cc3n2)cc(OC)c1OC	-1.9%	5.8%	-15.5%	-2.4%	-7.8%	1.0
12	CCOC(=O)CN1C(=O)/C(=C2\SC(=S)N(NC(=O)c3cccnc3)C2=O)c2ccccc21	13.2%	-9.3%	6.8%	-3.5%	?	0.7
13	Cc1nc(C)c(C(=O)C2=C(O)C(=O)N(CCN3CCOCC3)C2c2cccnc2)s1 (centres undefined)	8.3%	0.7%	20.1%	-0.1%	-8.7%	-1.3
14	COc1ccc(OCC(=O)Nc2c3c(nn2-c2ccc(OC)cc2)CS(=O)(=O)C3)cc1	0.5%	-3.3%	13.1%	16.7%	-4.6%	2.8
15	C/C(N)=C(/C#N)C(=O)COC(=O)c1cc(-c2cccc(Br)c2)nc2ccccc12	11.6µM*	-18.4%	-9.4%	2.5%	-6.5%	-0.5
16	CN(Cc1ccc(F)cc1)C(=O)C(Cc1ccccc1)NC(=O)c1ccccc1 (centres undefined)	?	-0.6%	2.9%	-2.4%	.	?
17	CCN(CC)CCN(C(=O)c1ccc(S(=O)(=O)N2CCOCC2)cc1)c1nc2cc3c(cc2s1)OCCO3	-4.1%	2.0%	16.8%	-0.6%	-4.4%	0.3
18	Cc1cccc(-n2ncc3c2CCCC3NC(=O)CCc2ccncc2)c1C (centres undefined)	?	0.2%	5.0%	-13.8%	?	18.8
19	CC(C)CNC(=S)N(Cc1ccco1)Cc1cc2cc3c(cc2[nH]c1=O)OCCO3	10.3µM*	-1.3%	14.3%	-4.0%	4.0%	22.4
20	Cc1ccccc1N=C/C=C1\N(C)c2ccccc2C1(C)C	-19.9%	-4.5%	2.3%	-1.4%	12.6µM*	-4.2
21	CCCC(=O)Nc1ccccc1N1CCN(C(=O)c2ccccc2)CC1	-19.4%	0.4%	-10.5%	2.1%	0.5%	3.5
22	CCn1c(=O)c(C(=O)NNC(=O)c2ccccc2F)c(O)c2ccccc21	4.8%	-2.4%	1.5%	2.2%	?	25.2
23	COc1ccc(C2(C)NC(=O)N(CC(=O)NC3CCCC3)C2=O)cc1OC (centres undefined)	5.6%	1.5%	-3.7%	0.1%	.	-3.8
24	COCCn1nnnc1C(c1cc2cc(OC)c(OC)cc2[nH]c1=O)N1CCN(c2ccc(O)cc2)CC1 (centres undefined)	5.7%	-3.2%	-1.5%	-7.7%	?	-10.7

No.	BRCA1 expr act	ELG1 genotox	RORg inh	Rab9 prom act	Tb PFK block
11	-49.0%	12.2%	1.2%	-4.6%	-3.1%
12	3.2%	-5.9%	?	3.8%	3.9%
13	-23.9%	2.1%	18.5%	-2.4%	2.9%
14	-15.1%	-4.5%	16.2%	12.1%	-4.5%
15	-68.3%	-2.7%	?	1.6%	-2.1%
16	-31.4%	-26.4%	.	2.9%	3.4%
17	59.4%	?	22.5%	3.8%	0.1%
18	-2.8%	0.2%	34.5%	-12.1%	-3.3%
19	-73.0%	-2.0%	21.2%	-4.5%	-4.9%
20	-19.3%	-8.8%	?	-0.7%	-8.9%
21	5.4%	-1.2%	-21.0%	-11.1%	-0.7%
22	-50.3%	-2.3%	7.94µM*	-4.5%	2.8%
23	1.0%	-2.9%	.	-0.5%	-4.3%
24	-11.6%	-1.7%	31.0%	-3.4%	-3.6%

No.	Compound	ELG1 DNA repair	FLuc counter	p53 reactivation	NPC1 promoter act	VP16 counter	TRPV1 ag
25	CCCCCCCCCC[n+]1cccc(C(=O)N(CC)CC)c1	-19.5%	0.2%	-6.1%	-1.3%	-18.3%	-0.2
26	COc1cc(/C=N/NC(=O)C(Cc2c[nH]c3ccccc23)NC(=O)OCc2ccccc2)cc([N+](=O)[O-])c1O (centres undefined)	7.6%	-16.3%	4.3%	-0.2%	1.4%	1.2
27	COc1ccc(CCOC(=O)c2cccc(NC(C)=O)c2)cc1	-1.3%	?	-5.3%	-4.8%	27.0%	?
28	NC1=NC(=O)CC(C(=O)Nc2cccc3ccccc23)S1 (centres undefined)	-6.5%	-1.0%	-5.5%	-2.6%	20.9%	-3.2
29	Cc1ccc(-n2nc3c(=O)n(CC(=O)NCc4ccccc4)nc(C)c3c2C)cc1	?	-0.1%	11.7%	-3.9%	-3.6%	-4.5
30	COc1ccc2nc(Nc3nc4ccc(NC(C)=O)cc4s3)sc2c1	14.9%	?	5.8%	16.8%	7.08µM*	-2.4
31	Cc1ccc(NC(=O)CSc2nnc(CNC(=O)c3c(F)cccc3Cl)o2)cc1	0.2%	-16.1%	23.2%	-2.1%	3.3%	0.0
32	COc1ccc(NC2CCCN(C(=O)c3ccc(C)nc3)C2)cc1 (centres undefined)	21.6%	-0.2%	0.7%	-1.3%	0.1%	3.8
33	COc1ccc(CN(C)C(=O)c2ccc3ccccc3n2)cc1F	14.0%	1.6%	-3.5%	-2.7%	5.2%	4.8

No.	BRCA1 expr act	ELG1 genotox	RORg inh	Rab9 prom act	Tb PFK block
25	-27.5%	-10.9%	32.0%	-4.2%	-0.3%
26	-5.1%	0.1%	19.6%	-3.6%	17.2%
27	66.4%	1.3%	9.4%	27.8%	3.6%
28	-14.0%	0.4%	-14.5%	1.0%	13.8%
29	3.8%	-3.7%[9.26 µM]	3.7%	-1.1%	0.4%
30	-9.0%	13.0%	2.82µM*	1.9%	0.2%
31	-2.7%	-3.9%	5.5%	-2.0%	4.9%
32	-3.9%	1.9%	6.8%	-3.8%	2.6%
33	-12.1%	16.3%	-12.8%	0.1%	1.5%

Screens: PubChem BioAssay, National Center for Advancing Translational Sciences (NCATS)
